Screening data from PubChem BioAssay.
Nrf2 inh: inhibitors of Nrf2 signaling. A549 ARE-Fluc reporter, luciferase luminescence, 18-24 h. Potency, µM (series often up to 46 µM), for inactives: top-dose activity change, negative = inhibition, hits mostly inhibitors. AID 504444. actives 2.1% (n = 360,000); note: % is set by controls: 0 for no effect and ±100 for the full control effect; nearly all actives have a fitted effect of over 60% in size
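A549 ARE_Fluc cells (5000/well, 5% FBS OPTI-MEM) pre-incubated 2 h, then treated with compounds 18-24 h at 37C/5% CO2 in concentration-response. CellTiter-Fluor viability read first; BugLite luciferase luminescence after 15 min at room temperature gives Nrf2 activity.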
Nrf2 ARE act: activators of Nrf2 (ARE) signaling; actives 0.31% (n = 410,000); AREc32 ARE-luciferase reporter (MCF7-derived line), luminescence, 24 h; AID 624171; Potency, µM (doses to about 46.1 µM), for the others: at the highest dose activation, actives largely listed as activators; note: % of control where 0% means no effect; nearly all actives have a fitted effect of over 65% in size
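Luciferase luminescence (Steady-Glo, 30 min at room temperature) served as the read-out of ARE activation in AREc32 cells treated with compounds for 24 hr at 37 deg C.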
HepG2 viability: kills HepG2 cells in TGF-b inhibitor counter-screen | HepG2 CAGA-GFP viability, ATP luminescence, 18 h | Potency, µM (series often up to 46.1 µM), for the others: at the top dose activity change, negative = cytotoxicity, usual class: cytotoxic | actives 0.76% (n = 410,000) | AID 588856; note: some results filed as inactive show a strong effect at the top dose
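HepG2 CAGA-GFP cells (1000/well, DMEM with 1% FBS) received compound, then TGF-beta at 500 pg/mL final, and were incubated 18 hours at 37 degrees C. Viability was read by CellTiter-Glo luminescence. Media-only wells were set as complete cell-killing and DMSO as no toxicity.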
TGFb inhibitor: TGF-b pathway inhibition; Potency, µM (highest dose often 46.1 µM), inactives show at the highest dose activity, negative = inhibition, usual class: inhibitors; actives 1.2% (n = 410,000); HepG2 CAGA-GFP TGF-b/SMAD3 reporter, GFP fluorescence, 18 h; TGF-beta stimulated, 500 pg/mL final; note: % is set by controls: 0 for no effect and ±100 for the full control effect; nearly all actives have a fitted effect of over 65% in size
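HEPG2 CAGA-GFP cells (1000/well, DMEM with 1% FBS) were pre-incubated 2 h at 37 degrees C, given compound by pin tool, then stimulated with TGF-beta at 500 pg/mL final for 18 h before per-cell GFP fluorescence imaging.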
ATXN viability: reduces viability in counter-screen for ATXN expression inhibitors; S2 cells (HEK-293 line with an ATXN2-luciferase reporter) viability, CellTiter-Fluor protease fluorescence, 24 h; Potency, µM (titrated, usually from 56.7 µM), usual class: cytotoxic; actives 0.49% (n = 400,000); AID 651635; note: nearly all actives have a fitted effect of over 40% in size
A549 tox: counter-screen for Nrf2 inhibitors: cytotoxicity in A549 cells. actives 0.16% (n = 390,000). A549 ARE-Fluc cells, CellTiter-Fluor viability, 18-24 h. AID 504648. Potency, µM (titrated, usually from 46 µM), inactives show top-dose activity change, negative = cytotoxicity, hits mostly inhibitors; note: % is set by controls: 0 for no effect and ±100 for the full control effect
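A549 ARE-Fluc cells in 5% FBS OPTI-MEM, 5000 cells/well, rested 2 h then exposed to compounds in concentration-response for 18-24 h at 37 °C. Viability by CellTiter-Fluor fluorescence (Ex 405/Em 525) after 30 min; luciferase luminescence (BugLite, 15 min, RT) read afterwards.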
ATXN2 expr inh: inhibitors of ATXN2 expression. HEK-293 ATXN2-luciferase reporter, luminescence, 24 h. Potency, µM (titrated, usually from 57 µM), inactives show at the highest dose activity change, negative = inhibition, hits mostly inhibitors. actives 0.72% (n = 360,000); note: % is set by controls: 0 for no effect and ±100 for the full control effect; nearly all actives have a fitted effect of over 55% in size
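ATXN2-luciferase reporter cells (luciferase flanked by upstream and downstream ATXN2 gene portions) were treated 24 h at 37 °C with compounds at up to 57 uM. SteadyGlo luminescence gave expression; GF-AFC fluorescence gave viability.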
MCF10A rerep: induces DNA re-replication in MCF 10a normal breast cells; MCF 10A DNA re-replication, Hoechst nuclear intensity, 48 h; Potency, µM (highest dose often 46.1 µM), for the others: at the highest dose activity, positive = re-replication, usual class: activators; actives 2.9% (n = 350,000); note: % of control where 0% means no effect; nearly all actives have a fitted effect of over 50% in size
EPAC2 antagonist: blocks human EPAC2 exchange factor; Potency, µM (top dose mostly 114 µM), without a hit: top-dose activity, negative = inhibition, actives largely listed as inhibitors; EPAC2 GEF exchange of Rap1B-BODIPY-GDP, fluorescence; actives 0.18% (n = 360,000); AID 720708; note: % is set by controls: 0 for no effect and ±100 for the full control effect; nearly all actives have a fitted effect of over 45% in size; many of its hits are not listed in these tables
Target sequence (Q8WZA2 whole entry, looked up): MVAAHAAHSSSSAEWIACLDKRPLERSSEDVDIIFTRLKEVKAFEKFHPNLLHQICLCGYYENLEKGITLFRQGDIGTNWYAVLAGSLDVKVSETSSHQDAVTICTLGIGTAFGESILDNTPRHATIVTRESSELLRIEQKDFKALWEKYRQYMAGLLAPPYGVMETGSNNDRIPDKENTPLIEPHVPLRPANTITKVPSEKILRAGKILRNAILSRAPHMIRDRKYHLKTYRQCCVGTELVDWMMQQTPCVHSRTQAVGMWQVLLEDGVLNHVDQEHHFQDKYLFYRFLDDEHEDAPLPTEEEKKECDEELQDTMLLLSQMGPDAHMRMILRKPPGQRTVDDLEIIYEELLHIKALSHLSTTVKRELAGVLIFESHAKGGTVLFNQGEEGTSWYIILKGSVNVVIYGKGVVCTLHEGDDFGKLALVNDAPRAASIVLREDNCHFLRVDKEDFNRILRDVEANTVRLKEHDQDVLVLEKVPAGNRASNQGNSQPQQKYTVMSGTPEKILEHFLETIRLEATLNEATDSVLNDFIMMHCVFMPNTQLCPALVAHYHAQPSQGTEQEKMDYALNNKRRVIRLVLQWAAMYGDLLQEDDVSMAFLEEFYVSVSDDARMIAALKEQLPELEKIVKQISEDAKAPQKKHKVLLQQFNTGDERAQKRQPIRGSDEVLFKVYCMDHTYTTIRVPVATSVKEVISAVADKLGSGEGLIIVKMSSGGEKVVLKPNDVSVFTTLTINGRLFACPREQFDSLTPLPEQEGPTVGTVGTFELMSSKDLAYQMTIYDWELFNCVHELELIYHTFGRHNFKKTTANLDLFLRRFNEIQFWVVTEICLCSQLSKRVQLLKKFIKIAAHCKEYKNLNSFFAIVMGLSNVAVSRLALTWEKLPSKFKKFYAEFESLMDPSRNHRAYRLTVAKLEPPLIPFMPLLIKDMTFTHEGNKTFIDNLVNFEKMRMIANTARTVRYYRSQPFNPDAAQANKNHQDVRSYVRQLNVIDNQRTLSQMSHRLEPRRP
Numbers without * were called inactive; i = inactive; ? = inconclusive; · = no result given; [ ] = another dose, or the depositor's remark. Calls come from the whole dose curve; as a rule, active = well fitted curve in the direction sought with a large enough effect; inconclusive = small, poorly fitted or top-dose-only effect, or another doubt; inactive = no such curve, though single readings can be large; an effect the other way counts as inactive or inconclusive. Potency is the fitted concentration of half-maximal effect. Not all compounds are listed; the hit share may differ from the screen's.

canonical_smiles,Nrf2 inh,Nrf2 ARE act,HepG2 viability,TGFb inhibitor,ATXN viability,A549 tox,ATXN2 expr inh,MCF10A rerep,EPAC2 antagonist
CCCOc1ccc(F)cc1-c1cc(C(=O)Nc2ccc(F)cc2)[nH]n1,·,3.5%,-32.8%,?,?,·,?,·,1.8%
CC(C)(C)S(=O)N1Cc2cc(=O)n(Cc3ccccc3)cc2[C@H]1CCO (some centres not stated),?,2.8%,-10.4%,-0.4%,i,8.1%,3.5%,3.4%,6.7%
COc1nc(N/N=C/c2ccc(-c3ccccc3[N+](=O)[O-])o2)nc(N2CCOCC2)n1,10.5%,15.1%,-13.3%,2.6%,i,1.6%,10.4%,10.3µM*,14.3%
OCC1(Cc2cccc(Cl)c2)CCCN(Cc2cnn(-c3ccccc3)c2)C1 (configuration not stated),17.7%,3.2%,-57.1%,?,i,-0.7%,·,?,-7.9%
O=C(OCc1ccc([N+](=O)[O-])cc1)c1cc(=O)c2ccccc2o1,26.3%,?,-6.0%,-1.5%,i,11.9%,4.4%,-16.8%,-2.5%
Cc1cc(C)cc(-n2c(C)cc(/C=N\NC(=O)COc3cccc4cccnc34)c2C)c1,?,0.9%,-31.1%,?,i,-9.3%,·,18.6%,-12.5%[57.1 µM]
CCCCc1ccc(NC(=O)CSC2=C(C#N)C(c3ccco3)C3=C(CCCC3=O)N2)cc1 (configuration not stated),?,-0.1%,-21.6%,?,i,-11.4%,-5.3%,3.98µM*,-20.2%
C/C(=N\NC(=O)C1CC1)c1ccc(C)cc1C,5.9%,2.1%,-1.8%,-15.2%,i,10.4%,-13.9%,-6.7%,5.1%
CCOc1ccc(C(=O)Nc2ccc3oc(-c4ccc(C)cc4C)nc3c2)cc1Br,·,2.9%,-23.4%,-9.0%,·,-3.2%,·,·,·
O=C1Nc2ccc(Br)cc2C1=C1CCCCC1,23.5%,5.1%,2.0%,-28.1%,i,-3.5%,-1.6%,18.4µM*,8.9%
O=c1oc2c(CN3CCN(CCO)CC3)c(O)ccc2cc1-c1ccccn1,6.1%,-0.6%,-9.5%,-0.8%,·,?,1.8%,8.2µM*,2.4%
CCCCC(=O)Nc1ccc(C(N)=O)cc1,13.9%,-0.6%,-0.4%,-22.0%,i,-19.2%,0.1%,1.0%,-5.3%
Cc1ccc(C(=O)NCCN2CCOCC2)cc1,14.7%,0.0%,3.4%,6.4%,i,1.3%,13.8%,14.9%,-2.0%
O=C(Nc1cccc(C(F)(F)F)c1)C1CCCN(S(=O)(=O)c2cnc[nH]2)C1 (configuration not stated),-5.5%,0.1%,-7.8%,-0.2%,i,-0.6%,-5.2%,-185.4%[0.0737 µM],-0.6%
CCOC(=O)C1(C)NC(c2cccc(C)c2)C2C(=O)N(c3ccccc3)C(=O)C21 (configuration not stated),6.6%,0.0%,1.0%,11.0%,i,-0.1%,·,1.8%,3.3%

Exported with values under each structure: entries from further up.
Below each SMILES: Nrf2 inh | Nrf2 ARE act | HepG2 viability | TGFb inhibitor | ATXN viability | A549 tox | ATXN2 expr inh | MCF10A rerep | EPAC2 antagonist
O=c1oc2c(CN3CCN(CCO)CC3)c(O)ccc2cc1-c1ccccn1
 : 6.1% | -0.6% | -9.5% | -0.8% | · | ? | 1.8% | 8.2µM* | 2.4%
Cc1ccc(C(=O)NCCN2CCOCC2)cc1
 : 14.7% | 0.0% | 3.4% | 6.4% | i | 1.3% | 13.8% | 14.9% | -2.0%

Other structures follow.
canonical_smiles,Nrf2 inh,Nrf2 ARE act,HepG2 viability,TGFb inhibitor,ATXN viability,A549 tox,ATXN2 expr inh,MCF10A rerep,EPAC2 antagonist
CCc1ccc(OCCCn2c(-c3ccc(Cl)cc3)nc3ccccc3c2=O)cc1,12.7%,4.5%,-6.8%,-0.4%,i,6.5%,13.4%,·,·
Cc1cc(C)n(S(=O)(=O)c2ccc(Cl)c(Cl)c2Cl)n1,1.9%,-0.3%,-39.1%,0.0%,i,-1.0%,-7.2%,7.1%,-1.4%
CC(=O)NS(=O)(=O)c1ccc(NC(=O)c2ccc(Br)o2)cc1,-2.8%,-0.1%,9.5%,-7.4%,i,-3.3%,2.5%,0.1%,3.9%
Cc1ccc(CN2C(=O)C3(c4ccccc42)N(c2cccc(C(F)(F)F)c2)C(=O)CS3(=O)=O)cc1 (configuration not stated),?,3.9%,-24.4%,1.6%,i,2.6%,-13.9%,·,·
Cc1ccc(F)cc1C(=O)N1CCOCC1c1cc(C(=O)Nc2ccccc2)no1 (configuration not stated),·,0.2%[9.22 µM],-7.9%,1.3%,i,·,0.7%,·,-7.9%
COc1cc2nc(NCC(C)c3ccccc3)n3nc(-c4ccccc4)nc3c2cc1OC (configuration not stated),22.0%,0.2%,-2.4%,1.9%,i,3.2%,10.1%,·,·
Cc1ccccc1NS(=O)(=O)c1ccc(S(=O)(=O)N2CCCC2)cc1,·,-0.9%,-21.9%,-16.2%,i,·,·,·,3.1%
CCOC(=O)c1sc2cccc(F)c2c1S(=O)(=O)N1CCN(c2cccc(Cl)c2)CC1,-20.5%,1.0%,-10.8%,-15.4%,i,-0.6%,-12.8%,·,·
CC(O)(c1cccc(F)c1)c1nc(-c2cnc3ccccc3c2)cs1 (configuration not stated),·,4.1%,-53.8%,?,i,·,-0.8%,·,11.4%
Cc1cc(-c2n[nH]c(=S)n2/N=C/c2cccc(O)c2)n[nH]1,9.0%,-0.2%,-11.0%,-22.5%,i,-8.6%,-0.9%,8.1%,-2.1%
Cc1cc(C)nc(NC2=NCCN2C(=S)Nc2c(C)cccc2C)n1,12.2%,3.0%,-3.6%,-0.2%,i,-1.2%,-1.6%,1.7%,-1.6%
CN(CC(=O)Nc1cccc(F)c1)C(=O)c1sc2ccccc2c1Cl,-2.5%,3.4%,-22.6%,-6.1%,i,0.4%,·,-5.2%,-10.7%
C=CCn1c(SCc2c(C(=O)OC)sc(N)c2C(=O)OC)nnc1-c1ccc(Br)cc1,·,0.6%,-14.3%,?,i,-29.7%,-14.7%,5.6%,-8.3%
COc1ccc(Br)cc1CNC(=O)C1CCN(C(=O)N(C)C)CC1,?,2.1%,-8.8%,-16.0%,i,9.0%,-7.2%,-3.2%,-8.1%
CC1CCCCN1C(=O)Cn1c(=O)oc2ccccc21 (configuration not stated),-6.9%,-0.1%,-28.6%,-2.2%,i,0.0%,-3.9%,5.7%,-19.7%
COc1cc(/C=N/NC(=O)c2ccc3c(c2)OCCO3)cc(Cl)c1O,-16.5%,10.5%,1.6%,16.3%,i,12.9%,·,-1.5%,4.1%
O=C(NCC1CC1)c1cc(-c2ccccc2)nn1CC1CC(c2cccnc2)=NO1 (configuration not stated),-10.0%,-0.8%,-12.5%,-15.2%,i,9.8%,0.3%,-0.7%,-20.5%
c1ccc(-c2nnc(SCC3CCCO3)nc2-c2ccccc2)cc1 (configuration not stated),-3.1%,-0.1%,-6.2%,-0.4%,i,11.4%,-3.7%,?,-14.9%
Cc1cc(C(=O)Nc2ccc(S(=O)(=O)N3CCOCC3)cc2)ccc1[N+](=O)[O-],?,0.1%,-20.2%,-21.8%,i,-1.4%,·,1.8%,0.0%
O=C(NCCCN1CCOCC1)C1Nc2ccc(OC(F)(F)F)cc2C2C=CCC12 (configuration not stated),1.6%,-0.3%,-21.1%,3.1%,i,22.4%,-5.8%,8.8%,-27.4%
C/C(=C\C(=O)c1ccc(Cl)cc1)NCc1ccc2c(c1)OCO2,-16.7%,3.7%,-24.8%,?,i,-6.5%,-7.3%,1.9%,-2.8%
COC(=O)c1ccccc1NC(=O)CSc1ncn[nH]1,-1.7%,-0.2%,35.0%,-0.3%,i,0.3%,10.4%,6.1%,-5.6%
COc1ccc(/C=N/NC(=O)c2ccc(=O)[nH]n2)cc1OC,-12.3%,-0.7%[9.22 µM],-2.8%,-3.7%,i,0.3%,2.3%,2.3%,1.1%
Cc1cccc(C)c1OCC(=O)N(Cc1ccc(Cl)cc1)C1CCS(=O)(=O)C1 (configuration not stated),7.5%,-0.9%,-6.6%,1.9%,i,0.4%,1.0%,5.9%,-9.8%
COc1ccc(NC(=O)COC(=O)c2ccc([N+](=O)[O-])o2)cc1Cl,-7.6%,3.9%,-11.1%,-13.3%,?,-4.6%,2.7%[11.3 µM],0.7%,-0.6%
CCN(C[C@H]1N[C@@](Cc2ccccc2)(C(=O)OC)[C@H]2C(=O)N(C)C(=O)[C@@H]12)C(=O)c1ccc(F)cc1,-1.9%,-0.5%,2.5%,?,?,3.0%,6.6%,0.82µM*,-0.7%
Cc1cc(Cl)ccc1OCc1cc(=O)n2c3c(sc2n1)CCCC3,2.6%,-0.7%,1.4%,10.3%,i,0.1%,12.5%,·,·
CN(C)/C=C/C(=O)c1ccc(Oc2ccccc2)cc1,?,0.3%,0.2%,17.4%,i,2.9%,59.6%[activator],9.8%,-7.1%
COc1ccc(Cc2nnc(NC(=O)Nc3ccc(C)cc3)s2)cc1OC,?,4.2%,-28.5%,-17.7%,i,1.1%,·,-1.7%,1.7%
CC1CCN(S(=O)(=O)c2cc(Cl)ccc2Br)CC1,·,-0.1%,-21.9%,0.0%,i,7.2%,-1.5%,24.3%,-0.6%
C/C(=N/NC(=O)c1ccc2nc[nH]c2c1)c1cccs1,?,-0.6%,1.0%,-2.4%,i,0.5%,0.9%,-9.1%,0.6%
O=C(CCN1C(=O)c2ccccc2C1=O)CN1CCOCC1,-18.9%,0.1%,5.8%,1.0%,i,-0.3%,-13.7%,2.1%,-3.1%
COCCn1c(SCC(=O)N2CCCCC2)nc2ccccc2c1=O,19.3%,-0.4%,-1.7%,1.5%,i,-5.8%,2.9%,-6.3%,9.8%
Cc1ccc(C2(C)NC(=O)N(CC(=O)NNC(=O)c3ccccc3)C2=O)cc1 (configuration not stated),0.1%,0.3%,-1.3%,2.6%,?,8.3%,·,-0.6%,7.3%
